# Source: PubChem (The Scripps Research Institute Molecular Screening Center)
# TAAR1 antagonist – human TAAR1 antagonism; inhibition, % at 3 µM; CHO RD-HGA16 TAAR1, Fluo-8 calcium fluorescence, antagonist; 360,000 compounds, 1.5% hits;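 active means inhibition above a per-plate cutoff, the mean inhibition of test compounds on that plate plus 3 SD, cut at about 49% in these data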;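 further: 0% = DMSO plus EC80 beta-PEA response and 100% = DMSO alone without agonist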
#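 Assay system: RD-HGA16 CHO cells with stable hTAAR1 and Gα16 / Reagent: EC80 β-phenethylamine stimulus / Doses: 3 µM, single point / Timing: dye loading 75 min at 37 °C, then 30 min room temperature / Measured by: Fluo-8 intracellular calcium dye fluorescence, real-time kinetic reads / Controls: vehicle wells and EC80 agonist wells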
# M1 ag – activates human CHRM1 receptor; CHO-K1 hM1, Fluo-8 calcium fluorescence, agonist mode; 0% DMSO, 100% acetylcholine EC100; activation, % at 3 µM; 360,000 compounds, 0.33% hits;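 active means activation above the run's mean compound activation plus 3 SD, cut at about 16% in these data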;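 further: peak over basal fluorescence ratio within a 140 s kinetic read after compound addition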
# Target sequence (P11229 whole entry, looked up): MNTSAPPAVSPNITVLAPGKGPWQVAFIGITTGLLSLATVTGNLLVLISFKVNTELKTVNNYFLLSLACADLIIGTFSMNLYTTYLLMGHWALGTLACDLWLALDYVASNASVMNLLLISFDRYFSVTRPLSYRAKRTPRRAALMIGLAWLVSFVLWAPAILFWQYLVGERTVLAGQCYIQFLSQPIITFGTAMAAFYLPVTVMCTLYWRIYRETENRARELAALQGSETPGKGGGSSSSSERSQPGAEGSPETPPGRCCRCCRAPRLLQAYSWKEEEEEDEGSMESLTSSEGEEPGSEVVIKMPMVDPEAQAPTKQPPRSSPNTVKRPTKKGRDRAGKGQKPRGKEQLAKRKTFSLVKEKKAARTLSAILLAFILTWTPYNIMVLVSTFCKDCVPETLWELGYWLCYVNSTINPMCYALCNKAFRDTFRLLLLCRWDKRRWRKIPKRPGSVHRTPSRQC
# V1aR counter – activates human V1a receptor in oxytocin agonist counter-screen | activation, % at 3 µM | AID 2797 | 320,000 compounds, 0.25% hits | P37288 | CHO-V1R cells, Fluo-8 calcium fluorescence, agonist mode; 0% DMSO, 100% 3 nM vasopressin;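 active means activation above the mean activation of all tested compounds plus 3 SD, per screening run, cut at about 20% in these data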;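 further: signal is peak over basal fluorescence ratio across a 100 second FLIPR read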
# OXTR potentiator – potentiates the human oxytocin receptor response | P30559 | CHO-OTR cells, Fluo-8 calcium fluorescence, potentiator mode; 0% = oxytocin EC15, 100% = EC100 | activation, % at 3 µM | 320,000 compounds, 0.061% hits | AID 2445;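 active means activation above that plate's cutoff, the mean activation of tested compounds plus 3 SD, cut at about 6.6% in these data, passing the limit was not always enough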;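 further: 100% uses oxytocin at 75 nM as the full agonist control; some results filed as inactive read as strong as hits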
# Target sequence (P30559 whole entry, looked up): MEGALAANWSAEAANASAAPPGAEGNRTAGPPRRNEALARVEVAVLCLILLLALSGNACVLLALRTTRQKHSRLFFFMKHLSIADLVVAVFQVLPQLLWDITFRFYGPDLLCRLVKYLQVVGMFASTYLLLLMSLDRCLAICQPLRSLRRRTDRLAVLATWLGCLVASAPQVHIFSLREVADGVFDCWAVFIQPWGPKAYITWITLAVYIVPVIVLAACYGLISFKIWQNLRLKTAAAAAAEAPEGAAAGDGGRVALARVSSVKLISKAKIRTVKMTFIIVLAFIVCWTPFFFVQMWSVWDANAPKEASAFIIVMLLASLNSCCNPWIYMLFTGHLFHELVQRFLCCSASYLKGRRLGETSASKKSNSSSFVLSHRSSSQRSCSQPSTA
#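 Measured by – Fluo-8 calcium dye fluorescence · Test system – human OTR in CHO cells · Dosing – one concentration, 3.0 µM compound · Controls – EC15 oxytocin alone as 0%, 75 nM oxytocin as 100% · Evaluation – normalized max/min fluorescence ratio, % activation · Timing – 6 min pre-incubation, 100 s read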
# CHO-K1 Ca antag – nonselective inhibitor or artifact in parental CHO-K1 cells. ATP-induced calcium, Fluo-8 fluorescence. inhibition, % at 3 µM. 360,000 compounds, 0.6% hits. AID 602250;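 active means inhibition above a per-plate cutoff, the plate's mean sample inhibition plus 3 SD, cut at about 24% in these data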;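 further: 0% = DMSO plus EC80 ATP and 100% = DMSO alone without ATP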
# TAAR1 agonist – agonists of human TAAR1 | Q96RJ0 | CHO RD-HGA16 TAAR1, Fluo-8 calcium fluorescence; vehicle wells 0%, saturating PEA agonist 100% | activation, % at 3 µM | 360,000 compounds, 0.99% hits | AID 624467;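 active means activation above the mean activation of all test compounds in the run plus 3 SD, cut at about 38% in these data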
#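 Benchmarks: low control DMSO, high control PEA (EC100); System: CHO RD-HGA16 cells carrying human TAAR1 plus Gα16; Detection: Fluo-8 fluorescence, 5 s baseline then 140 s kinetic read; Schedule: 17-24 h plating, Fluo-8 75 min 37 °C, 30 min RT; Read-out basis: % activation from peak over basal fluorescence ratio, DMSO-to-PEA scaled.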
# CHO parental Ca – counter-screen for OX1R antagonists: effect in parental CHO cells. parental CHO-K1, ATP-induced calcium, Fluo-8 fluorescence. inhibition, % at 5.6 µM. 330,000 compounds, 0.63% hits. AID 463079;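 active means inhibition above that plate's mean sample inhibition plus 3 SD, cut at about 26% in these data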;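 further: 0% = ATP-challenged DMSO wells and 100% = DMSO wells without ATP; some compounds past the cut are filed as inactive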
#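 test system = CHO parental line | reagent = ATP stimulus | measured by = intracellular calcium via Fluo-8 no-wash fluorescent dye | control set = ATP and no-ATP DMSO wells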
# M1 PAM parental – nonselective activator or artifact in parental CHO-K1 calcium assay; AID 602247; activation, % at 3 µM; 360,000 compounds, 0.02% hits; ATP EC20, Fluo-8 calcium fluorescence; 0% at ATP EC20, 100% at ATP max;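 active means activation above the run cutoff, the mean activation of all test compounds plus 3 SD, cut at about 40% in these data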;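 further: peak over basal fluorescence ratio in a 140 s read after ATP addition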
# M1 ag parental – M1 agonist counterscreen hit in parental CHO-K1 cells. Fluo-8 calcium fluorescence; scaled to maximal ATP response, vehicle zero. activation, % at 3 µM. 360,000 compounds, 0.48% hits. AID 602248; in the data active means activation above about 15%;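 further: untransfected CHO-K1 host cells lacking M1 receptor as counterscreen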
# Numbers without * were called inactive; x = no result given.
SMILES,TAAR1 antagonist,M1 ag,V1aR counter,OXTR potentiator,CHO-K1 Ca antag,TAAR1 agonist,CHO parental Ca,M1 PAM parental,M1 ag parental
COc1cccc(CC(NC(C)=O)C(=O)NC2CCN(C(=O)c3ccc(Cl)cc3)CC2)c1OC (configuration not stated),17,1,-0.7,-8,3,-1,-4,27,0.6
Cc1nc(SC(C)C(=O)Nc2c(C)n(C)n(-c3ccccc3)c2=O)nc(C)c1C (configuration not stated),-9,-8,0.0,-1,-14,3,-10,8,0.1
Cc1cc(OC(=O)c2cccs2)ccc1C(C)C,14,-2,-0.3,-9,-9,14,-7,16,0.9
COc1ccc(S(=O)(=O)N2CCN(CC(=O)NCC3(N4CCOCC4)CCCCC3)CC2)cc1,-2,-9,0.9,-6,-13,1,-6,24,0.5
CC1(Cc2ccc3c(c2)OCO3)C(=O)Nc2ccc(-c3cccc(C(F)(F)F)c3)cc21 (configuration not stated),4,0,x,x,1,0,x,7,1.7
Nc1c(Br)cc(Br)c2c1[nH]c(=O)c1ccccc12,-40,-2,x,x,-4,2,x,19,0.4
O=C(O)c1ccc(OC2CSC2)cc1,-1,0,2.0,-12,-17,-4,2,8,0.0
OC(CNCCN1CCNCC1)Cc1ccccc1 (configuration not stated),16,-1,x,x,-11,0,x,10,0.5
CCOC(=O)C1CCCN(C(=O)c2cc(S(=O)(=O)N3CCCCCC3)ccc2OC)C1 (configuration not stated),13,-4,0.8,1,4,-1,-29,3,1.1
COc1cc(NC(=S)NCCc2ccccc2)c(OC)cc1NC(=O)C(C)C,-8,2,-0.3,1,-12,12,-14,12,0.9
Cc1ccc(NC(=O)CN2C(=O)C3CC=C(Cl)CC3C2=O)cc1 (configuration not stated),-15,-3,-0.3,1,-9,1,1,9,0.3
CCOc1ccc(/C=C/C(O)=C2/C(=O)N(C)C3(C)CC2c2ccccc2O3)cc1OC (configuration not stated),15,-3,-1.4,1,-10,2,-19,5,1.0
CC(OC(=O)CNC(=O)C12CC3CC(CC(C3)C1)C2)C(=O)Nc1ncc(Cl)cc1Cl (configuration not stated),9,-2,0.2,0,-16,12,5,10,0.6
COc1ccccc1NC(=O)C1CCCN(S(=O)(=O)c2ccccc2)C1 (configuration not stated),5,-2,1.7,-8,-2,1,-24,9,0.4
COc1cccc(-c2nn(-c3ccccc3)cc2CN(C)Cc2ccon2)c1,3,-8,-0.1,-10,-6,2,-23,15,1.0
O=C(COc1cccc2cccnc12)N/N=C1\SCC(=O)N1Cc1ccccc1,14,-3,-0.4,-11,-5,4,-15,1,1.4
Cc1cc(C)nc(SCCn2c(N(C)Cc3ccccc3)nc3c2c(=O)n(C)c(=O)n3C)n1,x,-8,-0.7,-6,-8,x,1,17,0.5
O=C(COc1ccc(C(=O)NCCc2ccccc2)cc1)Nc1ccccc1,8,-7,2.7,-6,6,33,10,-4,1.2
CN(CC(=O)NCCN1CCOCC1)S(=O)(=O)c1ccc(F)cc1,3,-2,0.7,3,-4,2,-6,-3,1.1
COc1cc(CN2CCC(C(N)=O)CC2)ccc1OCc1ccccc1,-30,-11,0.4,-5,-10,1,1,17,0.4
O=C(COC(=O)c1cc(S(=O)(=O)Nc2ccccc2Cl)ccc1O)Nc1nc2ccccc2s1,13,-2,x,x,-5,3,x,19,7.2
NC(=O)COC(=O)CNC(=O)c1ccc(Cl)cc1,0,-3,-0.6,-6,-6,5,2,14,0.3
CC1(c2ccccc2)NC(=O)N(CC(=O)N2CCN(S(=O)(=O)c3ccccc3[N+](=O)[O-])CC2)C1=O (configuration not stated),-9,-2,0.6,3,8,4,3,8,0.3
Cn1c(=O)c(=O)n(C)c2cc(S(=O)(=O)N3CCN(c4cccc(C(F)(F)F)c4)CC3)ccc21,x,-2,-0.7,0,1,x,-12,-4,-0.1

# Structures above that have a Cl atom, in the order listed:
SMILES,TAAR1 antagonist,M1 ag,V1aR counter,OXTR potentiator,CHO-K1 Ca antag,TAAR1 agonist,CHO parental Ca,M1 PAM parental,M1 ag parental
COc1cccc(CC(NC(C)=O)C(=O)NC2CCN(C(=O)c3ccc(Cl)cc3)CC2)c1OC (configuration not stated),17,1,-0.7,-8,3,-1,-4,27,0.6
Cc1ccc(NC(=O)CN2C(=O)C3CC=C(Cl)CC3C2=O)cc1 (configuration not stated),-15,-3,-0.3,1,-9,1,1,9,0.3
CC(OC(=O)CNC(=O)C12CC3CC(CC(C3)C1)C2)C(=O)Nc1ncc(Cl)cc1Cl (configuration not stated),9,-2,0.2,0,-16,12,5,10,0.6
O=C(COC(=O)c1cc(S(=O)(=O)Nc2ccccc2Cl)ccc1O)Nc1nc2ccccc2s1,13,-2,x,x,-5,3,x,19,7.2
NC(=O)COC(=O)CNC(=O)c1ccc(Cl)cc1,0,-3,-0.6,-6,-6,5,2,14,0.3

# The list goes on:
SMILES,TAAR1 antagonist,M1 ag,V1aR counter,OXTR potentiator,CHO-K1 Ca antag,TAAR1 agonist,CHO parental Ca,M1 PAM parental,M1 ag parental
Cc1cc(CNC(=O)CC2C(=O)NCCN2Cc2ccccc2)nn1C (configuration not stated),-15,-1,0.3,-2,-7,3,1,11,0.7
Cc1c(Nc2cc(Cl)c3nonc3c2[N+](=O)[O-])c(=O)n(-c2ccccc2)n1C,15,-7,x,x,9,-1,x,0,-0.2
Cn1c(=O)c2c(ncn2CC(=O)OCC(=O)NC(c2ccccc2)c2ccccc2)n(C)c1=O,-4,-3,0.6,-12,-12,0,-3,13,0.5
CC(C)Cc1nc(SCC(=O)NCC2CCCO2)c2c(=O)n(C)c(=O)n(C)c2n1 (configuration not stated),-7,-2,0.2,-3,-5,1,-16,16,1.8
CC(C)NC(=O)Cn1c(SCC(=O)N2CCc3ccccc3C2)nc2ccccc21,22,-10,0.1,3,-13,9,-10,-4,0.1
COCCCNC(=O)C1CCN(C(=O)Nc2ccc(Cl)cc2)CC1,19,-5,0.9,5,10,3,5,1,-0.2
Cc1cccc(N(C(=O)c2nsc(Cl)c2Cl)C(C(=O)NC2CCCC2)c2ccc(O)cc2)c1C (configuration not stated),4,-11,-1.9,-11,0,-2,-40,8,2.0
CCOc1ccc(-c2cc(C(=O)Nc3ccc4c(c3)OCCO4)c3ccccc3n2)cc1,67*,-2,0.7,-4,30*,14,-21,5,2.7
c1ccc(Nc2nc(N3CCOCC3)c3ccccc3n2)cc1,74*,-4,2.6,-15,-1,98*,-9,9,3.5
COc1ccc(N2CC(=O)N(c3ccc(OC)c(OC)c3)CC2=O)cc1OC,-11,-3,1.0,5,-13,2,-8,17,-0.2
Cc1cc(F)ccc1-c1cc(C(=O)NCc2ccccc2)[nH]n1,0,0,x,x,-2,2,x,6,-0.6
COc1cccc(-n2c(CCn3nc(C)c([N+](=O)[O-])c3C)n[nH]c2=S)c1,1,0,0.8,-9,5,3,0,-5,-0.1
O=C(NNS(=O)(=O)c1ccc2ccccc2c1)c1cc(-c2ccccn2)nc2ccccc12,18,-6,-0.1,-3,-1,1,-16,13,1.9
Cc1cccc2sc(N3CCN(C(=O)c4cccs4)CC3)nc12,33,1,5.9,-11,13,12,-4,-17,9.9
COc1ccc(OC)c(NC(=O)CN2C(=O)NC3(CCOc4ccccc43)C2=O)c1 (configuration not stated),-6,-2,-0.2,-5,-2,2,-1,10,0.1
O=C(Cc1ccccc1)N(c1ccccc1)c1ccccc1,-13,-7,x,x,10,2,x,9,1.1
CSCCC(NC(=O)c1cccc(S(=O)(=O)N2CCN(C(C)=O)CC2)c1)c1nc2ccccc2[nH]1 (configuration not stated),-2,-3,x,x,11,4,x,-20,0.0
O=C(C(c1ccccc1)c1ccccc1)N1CCN(Cc2ccco2)CC1,8,-11,-0.1,-6,-19,-2,-19,11,2.6
COc1ccc(NC(=O)CCCn2c(=O)c3sccc3n(Cc3ccc(C)cc3C)c2=O)cc1,2,-8,-0.1,0,-2,0,-23,23,12
CCCCCOc1ccc(OC(=O)c2ccncc2)cc1,10,-1,0.9,-14,5,6,1,-7,0.1
CCCCC(=O)Nc1nc(C)c(-c2csc(Nc3ccc(Cl)cc3)n2)s1,x,-5,-0.1,-15,-10,x,-29,4,0.2
Cc1cccc(C)c1NC(=S)NC(=O)c1ccc(Br)o1,-21,-6,-1.3,3,-1,8,-10,14,0.3
N#Cc1cc([N+](=O)[O-])ccc1NC(=O)COC(=O)CCC1CCCCC1,-15,x,-0.8,0,x,-2,-5,x,x
C=CCn1c(Cc2csc(N)n2)nnc1SCC(=O)OCC,6,-5,1.2,-2,-9,7,0,-5,0.2
O=C(c1cccs1)N1CCCC(c2nc3c(nnn3Cc3ccccc3Cl)c(=O)[nH]2)C1 (configuration not stated),-13,-7,0.7,-4,2,3,-29,16,1.1
O=C(OCC(=O)N1CCCC1)c1ccccc1O,-8,-1,0.5,-10,-10,1,8,4,1.0
COc1ccc(CC(=O)N/N=C(\C)CC(=O)NCc2ccco2)cc1OC,-3,-2,0.8,-3,-4,0,-4,9,2.6
O=C(NCc1ccccc1)C1c2ccccc2OCC(=O)N1Cc1cccnc1 (configuration not stated),1,x,x,x,11,0,x,-17,-0.7
O=C(O)c1ccc2c(c1)S(=O)(=O)c1cc(N3CCN(c4cnccn4)CC3)ccc1C2=O,11,1,x,x,23,3,x,0,-0.6
CCCn1c(SCC(=O)c2c(C)[nH]c(C)c2C(=O)OCC)nc2ccccc21,49*,-1,0.1,-1,-4,12,-31,9,4.7
Nn1c(SCC(=O)Nc2cc(C(F)(F)F)ccc2Cl)nncc1=O,-17,0,1.2,-6,-15,3,2,14,1.7
CCCC(=O)Nc1nnc(SCC(=O)NCc2ccco2)s1,2,-3,1.2,-5,-8,4,-3,16,0.2
COc1ccc(CC2(C)OC(c3ccc([N+](=O)[O-])cc3)=NN2C(C)=O)cc1 (configuration not stated),-13,-7,-1.4,-12,-12,2,-17,22,0.5
O=C(CN1C(=O)c2ccccc2S1(=O)=O)c1ccc(F)c(F)c1,-13,-3,0.8,-3,-14,3,3,6,1.7
CC(O)/C=C/C1OC(=O)CC1Nc1ccc(C=O)cc1 (configuration not stated),-45,0,1.0,1,10,17,-4,3,5.3
Cc1ccc(C(=O)CCC(=O)OCC(=O)Nc2ccc3[nH]c(=O)[nH]c3c2)cc1,-7,-2,-0.7,-8,-4,4,8,-1,0.0
COC(=O)c1cc2c(C)cc3ccc(C)cn3c-2c1C(=O)OC,-5,-3,0.9,-14,4,4,-25,-1,0.3
O=C(CC[C@H]1O[C@@H](n2ccc(=O)[nH]c2=O)[C@H](O)[C@@H]1O)NCC1CCCO1 (some centres not stated),-3,-3,x,x,-18,-1,x,-3,0.5
